IL1B NFkB inh: blocks IL-1B driven NFkB nuclear translocation in HUVEC cells; inhibition, % at 2 µM; HUVEC IL-1B NFkB p65 nuclear translocation imaging; hit rate 0.43% among 94,000;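 active means inhibition above about 30% together with a positive call from visual inspection of the well image, limit read from the data; inconclusive means inhibition above a set limit but visual check negative; inactive means inhibition not above a set limit, visual check negative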;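 further: nuclear over cytoplasmic p65 intensity ratio measured by imaging; 0% = IL-1B stimulated DMSO wells and 100% = unstimulated DMSO wells; values of inactives mirror those of a sister screen read the other way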
Bcl-B displacement: displacers of TR3 peptide from Bcl-B, primary screen, selectivity assay for Bfl-1 inhibitor project, biochemical, fluorescence polarization; hit rate 0.11% among 96,000; displacement, % at 20 µM, or IC50 in µM where a hit was titrated; FP displacement of FITC-TR3 peptide from Bcl-B; higher % means a stronger effect;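 active means displacement above 50% at 20 µM plus a fluorescence interference ratio under 1.5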;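 further: plate controls were wells without compound for no effect and wells lacking Bcl-B protein for full effect; a part of the inactive calls stands beside numbers as strong as those of hits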
PLAP inhibitors HTS: PLAP enzyme inhibitors, biochemical, luminescence, HTS (AID 690); hit rate 0.08% among 96,000; one-dose inhibition, % at 20 µM; IC50 in µM for titrated hits; purified PLAP, luminescent substrate; higher % means a stronger effect; in the data active means a potency from the dose series; inactive means the rest, 99 in 100 with inhibition below about 30%; further: strong numbers were not always called active
IL1B NFkB pot: enhances IL-1B driven NFkB nuclear translocation | HUVEC IL-1B NFkB p65 nuclear translocation imaging | activation, % at 2 µM | hit rate 0.3% among 94,000;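 active means activation above 40%, about the mean plus 3 SD, also judged a hit on visual image review; inconclusive means activation above 40% but not a hit on visual review; inactive means activation not above 40% and no visual hit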;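 further: percent activation is computed from the nuclear over cytoplasmic p65 intensity ratio; values of inactives mirror those of a sister screen read the other way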
MRP reversal: MRP-mediated drug resistance reversal | AID 602 | hit rate 0.04% among 85,000 | H69AR cells + 2 uM doxorubicin, CellTiter-Glo, 72 h | differential viability (reversal), % at 10 µM;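 active means viability drop by adding the cancer drug above about 55%, with treated viability meeting a 40% cutoff, limit read from the data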;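 further: viability without doxorubicin minus viability with 2 µM doxorubicin for each compound; larger differential means the compound sensitizes cells more to doxorubicin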
MRP reversal cytotoxicity: further read-out of MRP reversal, marked with its call; viability, %; H69AR cells, CellTiter-Glo, 72 h; measured here: cytotoxicity without doxorubicin
MRP reversal with doxorubicin: also measured in MRP reversal; calls as there; viability, %; measured here: viability with 2 uM doxorubicin; hits give low values
IL1B NFkB inh cell count 2 µM: further read-out of IL1B NFkB inh, marked with its call; cell count; measured here: cells passing quality filter;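 raw number of nuclei counted in each imaged well without normalization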
IL1B NFkB pot cell count 2 µM: also measured in IL1B NFkB pot; calls as there; cell count; measured here: cells passing quality filter
* marks the source's active call; other numbers are inactive results; ? = inconclusive; · = not tested or not shown. Not all compounds are listed; the hit share may differ from the screen's.

SMILES	IL1B NFkB inh	IL1B NFkB inh cell count 2 µM	Bcl-B displacement	PLAP inhibitors HTS	IL1B NFkB pot	IL1B NFkB pot cell count 2 µM	MRP reversal	MRP reversal cytotoxicity	MRP reversal with doxorubicin
Cc1ccc(-c2nc(=S)c3c(n2CC2CCCO2)CC(C)(C)OC3)cc1 (stereo not given)	-1	158	-2%	-14%	1	158	4	98	94
O=C(O)C1CCN(C(=O)c2ccc(Cl)cc2)CC1	8	168	-4%	1%	-8	168	-6	101	107
COC(=O)C(Cc1ccc(OC(=O)c2ccc(Cl)cc2)cc1)N1Cc2ccccc2C1=O (stereo not given)	-21	186	-2%	-27%	21	186	·	·	·
COc1ccc(CNC(=O)C2CCN(S(=O)(=O)c3c(C)n[nH]c3C)CC2)cc1	-20	124	-1%	-44%	20	124	5	93	88
NC(=O)c1ccc(C2SCC(=O)N2Cc2ccccc2)cc1 (stereo not given)	·	·	14%	-5%	·	·	18	105	87
CC(C)CC(=O)NC(NCC1CCCO1)C(Cl)(Cl)Cl (stereo not given)	-18	163	1%	-10%	18	163	·	·	·
O=C(N/N=C/C1CCCCC1)c1cc(Cl)ccc1O	2	106	-7%	16%	-2	106	·	·	·
COc1ccc(C(=O)Nc2nc(-c3cccs3)cs2)cc1	1	142	-3%	25%	-1	142	4	89	85
Cc1ccc(C)c(N(C(=O)CCC(=O)Nc2cc(C)on2)C(C(=O)NC2CCCC2)c2ccco2)c1 (stereo not given)	-3	104	7%	-13%	3	104	8	81	73
CCC(C)(C)n1nnnc1C(c1ccccc1)N1CCc2ccccc2C1 (stereo not given)	3	99	-7%	-1%	-3	99	1	71	70
CCCOc1ccc(CSc2nnc(CCC)n2N)cc1	4	139	-20%	4%	-4	139	8	92	84
C=CCn1c(CSc2nc3ccccc3s2)nnc1SCC(=O)OCC	-33	117	-6%	-30%	33	117	-4	93	98
COC(=O)C1=C(N)Oc2cc(C)n(CC3CCCO3)c(=O)c2C1c1ccc(Cl)cc1 (stereo not given)	-100	178	10%	-43%	?	·	22	97	75
COc1cccc(NC(=O)Cn2cnc3sc(C)c(S(=O)(=O)N4CCCCC4)c3c2=O)c1	0	99	-11%	-2%	0	99	16	92	76
C=CCN(CC=C)c1nc2ccccc2nc1C(C#N)C(=O)OCCOC (stereo not given)	-28	174	17%	-12%	28	174	5	75	70
O=C(Nc1c(C(=O)N2CCOCC2)cnn1-c1ccccc1Cl)c1ccco1	-12	127	-8%	3%	12	127	-13	91	104
COc1cccc2cc(C(=O)N3CCC(C)CC3)c(=O)oc12	2	174	8%	-23%	-2	174	-2	102	104
Cc1cc(=O)oc(C)c1C(=O)OCC(=O)c1ccc2ccccc2c1	-2	48	-30%	-92%	1	48	10	82	72
COc1ccc2c(c1)c(C(=O)CN1CCOCC1)c(C)n2C	·	·	-8%	19%	·	·	6	83	77
CC(=O)N1C(=O)C2(C(C#N)=C(N)Oc3cc(C)oc(=O)c32)c2ccccc21 (stereo not given)	8	148	-8%	17%	-8	148	4	100	96
COc1ccc(N=C2C(=Nc3ccc(OC)cc3)N(c3ccc(OC)cc3)C(=S)N2C)cc1	-20	201	1%	-11%	20	201	·	·	·
O=C(Nc1ccc2c(c1)OCO2)c1ccc(Br)o1	5	160	13%	19%	-5	160	-10	73	83
Cc1ccc(Cn2nnc(C(=O)Nc3cc(C)ccc3C)c2N)cc1	-21	131	·	·	21	131	·	·	·
COC(=O)CSc1nnc2n(-c3ccc(OC)cc3)c(=O)c3c4c(sc3n12)CCCCC4	·	·	12%	-63%	·	·	48	81	33
C=CCn1c(N)cc(=O)nc1SCC(=O)NC(C)c1ccccc1 (stereo not given)	-11	99	-2%	9%	11	99	-19	77	97
COc1ccc(OC)c(C2C(C(C)=O)=C(O)C(=O)N2CCc2ccc(OC)c(OC)c2)c1 (stereo not given)	-19	136	·	·	19	136	1	100	100
O=C(CN1CCCCCC1=O)OCc1ncc(-c2ccccc2)o1	5	86	2%	-37%	-5	86	28	117	89
CCN(CC)S(=O)(=O)c1ccc(C(=O)Nc2c3c(nn2C(C)(C)C)CS(=O)(=O)C3)cc1	8	81	-1%	-40%	-7	81	13	86	74
CCOC(=O)c1c(C)[nH]c(C(=O)COC(=O)c2oc3ccc(OC)cc3c2C)c1C	·	·	-2%	5%	·	·	10	66	57
CC(=O)Oc1ccc(-c2cccc(C(=O)Oc3ccccc3)c2)cc1	4	152	4%	-16%	-4	152	11	95	84
O=C(O)C1C2CCC(C2)C1C(=O)Nc1cc(F)ccc1F (stereo not given)	-6	132	-4%	-17%	6	132	6	97	92
COc1ccc(NC(=O)CSc2nnc(Cc3cccn3C)n2-c2ccc(F)cc2)cc1OC	11	44	1%	-56%	-11	44	6	93	86
CCOc1ccc(N2C(=O)NC(Cc3c[nH]c4ccccc34)C2=O)cc1 (stereo not given)	-16	171	1%	10%	16	171	-2	81	83
COc1ccccc1OCCCn1c(=O)oc2ccc(C)cc21	-15	195	-5%	8%	15	195	-1	72	73
CCN(CC)C(=O)C(C)N(C#N)c1nc(SC)nc(N(C)C)n1 (stereo not given)	6	119	-3%	3%	-6	119	-15	58	73
COc1ccc(N(C)C(=O)Nc2ccc3c(c2)nnn3C)cc1	5	152	-11%	-1%	-5	152	11	104	94
O=[N+]([O-])c1ccc(/C=N/Nc2nc(N3CCCC3)nc(N3CCCC3)n2)o1	-21	200	4%	-54%	21	200	-16	26	41
Cc1cc(C)n2c3c(c(C#N)c2n1)CCCC3	-4	143	0%	19%	4	143	11	101	90
CCNc1nnc(CSc2nc3ccccc3s2)s1	13	144	·	·	-13	144	-11	85	96
COc1ccc(NC(=O)CSc2nnc(-c3ccccn3)n2N)cc1Cl	-4	123	6%	12%	4	123	-6	62	69
c1csc(-c2nnc(-c3ccc(N4CCOCC4)cc3)o2)c1	-17	198	4%	18%	17	198	11	89	78
Cc1ccc(CNC(=O)C2CCCN(S(=O)(=O)c3c(C)n[nH]c3C)C2)cc1 (stereo not given)	-19	172	3%	-128%	19	172	19	104	85
CCOCCn1c(SCc2ccc(C)cc2)nc2c1c(=O)[nH]c(=O)n2C	-11	68	-4%	-17%	11	68	5	77	72
O=C(CN1CCC(n2nnc3cc(F)ccc32)CC1)NCc1ccco1	-5	133	14%	-47%	5	133	-2	74	76
CCc1c(C)nc2ncnn2c1N1CCC(C(=O)NCc2ccc3c(c2)OCO3)CC1	9	85	-5%	-11%	-9	85	-8	68	76

The closing 4 entries of the part before come first, to join the parts:
SMILES	IL1B NFkB inh	IL1B NFkB inh cell count 2 µM	Bcl-B displacement	PLAP inhibitors HTS	IL1B NFkB pot	IL1B NFkB pot cell count 2 µM	MRP reversal	MRP reversal cytotoxicity	MRP reversal with doxorubicin
Cc1ccc(CNC(=O)C2CCCN(S(=O)(=O)c3c(C)n[nH]c3C)C2)cc1 (stereo not given)	-19	172	3%	-128%	19	172	19	104	85
CCOCCn1c(SCc2ccc(C)cc2)nc2c1c(=O)[nH]c(=O)n2C	-11	68	-4%	-17%	11	68	5	77	72
O=C(CN1CCC(n2nnc3cc(F)ccc32)CC1)NCc1ccco1	-5	133	14%	-47%	5	133	-2	74	76
CCc1c(C)nc2ncnn2c1N1CCC(C(=O)NCc2ccc3c(c2)OCO3)CC1	9	85	-5%	-11%	-9	85	-8	68	76
CCN(CC)C(=O)COC(=O)c1cc(-c2ccc(OC)cc2)nc2ccccc12	4	72	4%	-70%	-4	72	-14	65	79
Cn1c(=O)c2c(nc(CN3CCOCC3)n2CCCO)n(C)c1=O	·	·	-7%	-4%	·	·	-2	101	103
OCCN1CCOCCN(CCO)CCOCC1	-6	173	2%	-104%	6	173	-7	96	103
NNc1nc(-c2ccccc2)cc(-c2ccccc2O)n1	7	154	-8%	-32%	-7	154	·	·	·
CCN(CC)c1ccc(C=Nc2ccc(C#N)cc2)c(O)c1	·	·	-67%	-34%	·	·	3	94	91
CS(=O)(=O)N(Cc1ccccc1F)c1ccccc1	-15	134	·	·	15	134	4	94	90
Cc1nn2c(C(F)(F)F)cc(-c3ccc(Cl)cc3)nc2c1C(=O)N1CCOCC1	6	80	3%	-43%	-6	80	-4	62	66
CC(C)c1ccc2oc(-c3ccc(N)cc3)nc2c1	-4	118	-3%	8%	4	118	-17	58	75
C=CCn1c(SCc2c(F)c(F)c(F)c(F)c2F)nc(O)cc1=O	-3	167	11%	-56%	3	167	7	104	97
CCOC(=O)c1cc(NC(=O)c2ccoc2C)cc(C(=O)OCC)c1	-11	112	0%	-32%	11	112	3	98	96
COc1ccccc1/C=C1\S/C(=N/NC(=O)c2cccc(Br)c2)NC1=O	3	122	-67%	-24%	-3	122	·	·	·
CCN1CCCC1CNS(=O)(=O)c1ccc(C(=O)Nc2ccccc2)cc1 (stereo not given)	3	111	-11%	-11%	-3	111	-15	79	94
CCOC(=O)CSc1nnc(CNC(=O)c2ccco2)n1C	-3	121	8%	-4%	3	121	3	86	83
CCC(=O)N1c2ccccc2C(N(C(C)=O)c2ccccc2)CC1C (stereo not given)	-2	103	·	·	2	103	23	87	64
Cc1ccc(CCCOC(=O)C[N+]2(C)CCOCC2)cc1	2	166	2%	1%	-2	166	7	102	94
CCc1nc(C)ccc1OCC(=O)O	-6	167	-8%	14%	6	167	-4	97	101
Cc1nc(CNS(=O)(=O)c2cccnc2)cs1	7	104	8%	-18%	-7	104	9	93	84
COc1cccc(C=Nc2cccnc2)c1O	-16	121	-18%	-2%	16	121	8	108	100
Cc1cc2c(=O)[nH]cnc2s1	6	174	2%	10%	-6	174	-10	94	104
COc1cc2[nH]c(=O)n(CCC(=O)NCCC(C)C)c(=O)c2cc1OC	1	179	14%	-22%	-1	179	·	·	·
COc1cccc(C2=NOC(C(=O)N3CCc4ccccc4C3)C2)c1 (stereo not given)	-37	52	·	·	37	52	-15	67	81
Cc1csc(SCCn2c(N3CCOCC3)nc3c2c(=O)[nH]c(=O)n3C)n1	-14	48	2%	11%	14	48	13	92	79
Cc1ccc(C)c(C(=O)COC(=O)c2ccccc2N2C(=O)C3C4CCC(C4)C3C2=O)c1 (stereo not given)	-10	135	-4%	-10%	10	135	·	·	·
O=C1CCCc2ccccc2N1Cc1ccc(Cl)cc1	-6	126	4%	26%	6	126	·	·	·
CCN(C(=O)CSc1nc2nc(C)cc(C)n2n1)c1ccccc1	-18	195	-1%	10%	18	195	8	103	95
CCOC(=O)c1cc2c(C)nn(-c3ccccc3)c2s1	5	110	·	·	-5	110	-18	63	82
Cc1ccc2c(c1)NC(=O)C(CC(=O)NCCCN1CCCCC1C)O2 (stereo not given)	11	177	-1%	-17%	-11	177	20	93	73
Cn1c(N2CCN(C(=O)NC34CC5CC(CC(C5)C3)C4)CC2)nc2ccccc21	-10	123	·	·	10	123	-10	82	92
Cn1c(=O)n(CC(=O)NC2CCCCC2)c(=O)c2ccccc21	·	·	3%	13%	·	·	·	·	·
COCCNc1cc(C)nc2c(-c3ccccc3OC)c(C)nn12	3	54	-1%	-23%	-3	54	·	·	·
CCCCc1ccc(NC(=O)CSCc2cc(=O)[nH][nH]2)cc1	-1	169	-19%	-125%	1	169	7	98	91
CC(=O)N1N=C(c2ccc(C)cc2)OC1c1ccc(C)cc1 (stereo not given)	-24	154	4%	-17%	24	154	24	97	73
CCOc1ccc(NC(=O)CSc2nnc(Cn3cnc4ccccc43)n2C)cc1	8	105	·	·	-7	105	16	94	78
CC(C)C(=O)Nc1cc(=O)[nH]c2ncnn12	2	89	-5%	21%	-2	89	-1	100	102
O=C(NCCc1ccccc1)c1ccc(Cl)nc1	2	74	·	·	-2	74	10	110	100
c1ccc(-c2nnc(-c3ccccc3)c(-c3c[nH]c4ccccc34)n2)cc1	0	138	-8%	-12%	-1	138	-2	69	70

Bioassay records from PubChem BioAssay.
